NR2E3 ag-1: inhibitors of NR2E3-RetCOR corepressor binding, primary screen, NR2E3 agonist project, biochemical, TR-FRET, GST-NR2E3, biotin-RetCOR. 320,000 compounds, 0.12% hits. 1536-well. inhibition of corepressor binding, % at 4.78 µM. AID 2300, 2010. Photoreceptor-specific nuclear receptor (Homo sapiens), Q9Y5X4;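 active means percent inhibition above the cutoff of mean plus 3 SD of all tested compounds, set per screening campaign, cut at about 20% in these data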;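 further: 0% = DMSO wells and 100% = biotin wells as full block of FRET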
Target sequence (Q9Y5X4 whole entry, looked up): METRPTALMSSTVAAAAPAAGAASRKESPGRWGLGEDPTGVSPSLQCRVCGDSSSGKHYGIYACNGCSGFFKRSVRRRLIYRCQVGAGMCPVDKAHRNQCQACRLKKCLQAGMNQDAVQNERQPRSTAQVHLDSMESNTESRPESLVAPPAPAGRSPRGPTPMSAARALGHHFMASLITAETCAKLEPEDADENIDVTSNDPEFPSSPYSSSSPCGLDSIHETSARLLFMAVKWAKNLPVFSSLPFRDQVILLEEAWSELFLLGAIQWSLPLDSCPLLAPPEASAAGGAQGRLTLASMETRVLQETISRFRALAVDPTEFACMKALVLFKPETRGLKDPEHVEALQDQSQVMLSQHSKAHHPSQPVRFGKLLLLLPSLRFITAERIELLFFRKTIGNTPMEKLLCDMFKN
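system = GST-tagged NR2E3 plus biotinylated RetCOR corepressor | input = 1.35 nM GST-NR2E3 | also added = 7 nM biotin-RetCOR | schedule = 5 h incubation at 4 °C | measured by = TR-FRET with europium anti-GST and streptavidin-D2, 340 nm excitation | read-out = percent loss of FRET ratio relative to control wells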
PDI turbidity: inhibitors of human PDI, primary screen, biochemical, turbidity, single point, plate reader; 350,000 compounds, 0.052% hits; PDI insulin aggregation turbidity, A650, 90 min; Protein disulfide-isomerase (Homo sapiens), P07237; inhibition, % at 10 µM;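 active means mean inhibition across replicates of 30% or more, whatever share of single replicates reach that level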;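 further: absorbance from insulin aggregation driven by PDI reduction with DTT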
Target sequence (P07237 whole entry, looked up): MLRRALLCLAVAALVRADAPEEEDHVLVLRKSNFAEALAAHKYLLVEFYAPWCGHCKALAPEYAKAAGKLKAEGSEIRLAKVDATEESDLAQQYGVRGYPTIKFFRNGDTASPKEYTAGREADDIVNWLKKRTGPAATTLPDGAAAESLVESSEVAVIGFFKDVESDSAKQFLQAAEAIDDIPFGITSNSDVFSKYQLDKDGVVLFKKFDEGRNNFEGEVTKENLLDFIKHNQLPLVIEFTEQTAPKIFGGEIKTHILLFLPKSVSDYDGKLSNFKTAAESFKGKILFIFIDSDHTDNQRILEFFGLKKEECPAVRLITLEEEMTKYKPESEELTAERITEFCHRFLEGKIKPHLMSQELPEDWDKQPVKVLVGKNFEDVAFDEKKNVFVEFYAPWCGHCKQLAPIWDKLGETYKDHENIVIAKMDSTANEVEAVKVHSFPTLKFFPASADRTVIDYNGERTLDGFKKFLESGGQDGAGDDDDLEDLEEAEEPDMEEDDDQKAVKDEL
HIF-2a block: HIF-2a reporter inhibitors, primary screen, luminescence, 786-0 RCC cells; 786-0 RCC cells HIF-2a reporter, luciferase luminescence, overnight; inhibition, % at 18.8 µM; 360,000 compounds, 0.72% hits; AID 624352, 2012;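 active means inhibition of the luminescence signal of 40% or more relative to plate controls, in a single-dose primary screen at 18.75 µM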
NR2E3 ag-2: NR2E3 agonists in two-hybrid cells, primary screen, cell-based, luminescence, CHO-S, Gal4-NCOR/VP16-NR2E3; Photoreceptor-specific nuclear receptor (Homo sapiens), Q9Y5X4; luciferase; inhibition of corepressor binding, % at 3.98 µM; 360,000 compounds, 0.35% hits; AID 602229, 2012;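 active means inhibition above the mean of all tested compounds plus 3 SD, cut at about 70% in these data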;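 further: 0% = DMSO with NR2E3 transfected cells and 100% = cells lacking NR2E3 construct; higher means lower luciferase signal from less NR2E3 corepressor binding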
MITF TRPM1 inh: inhibitors of MITF-dependent TRPM1 promoter reporter, primary screen, cell-based, SK-MEL-5, single point, luciferase | SK-MEL-5 TRPM1 promoter luciferase, 24 h | inhibition, % at 12.5 µM | 330,000 compounds, 0.83% hits | AID 488899, 2010;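 active means mean inhibition across replicates of 60% or more, whatever share of single replicates reaches that level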; further: values of inactives mirror those of a sister screen read the other way
CF NFkB block: inhibitors of PAF-induced NF-kB signaling, primary screen, cell-based, GFP fluorescence, uHTS. 360,000 compounds, 0.86% hits. inhibition, % at 5 µM. KKLEB NF-kB-GFP reporter, GFP fluorescence overnight;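 active means at least 50% inhibition at 5 µM, scaled per plate between neutral and stimulator controls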;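 further: PAF is a Pseudomonas aeruginosa culture filtrate used as stimulus; plate controls were PAF-stimulated DMSO wells for no effect and unstimulated DMSO wells for full effect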
CaV13 FRET inh: Disruptors of the CACNA1D IQ motif to Ca2+-dependent inactivation inhibitor domain association, primary screening, Förster resonance energy transfer in intact living …. HEK cells, CFP/YFP FRET ICDI-IQ, plate reader, 10 min; percent FRET-ratio fall versus neutral wells. inhibition, % at 12.3 µM. 340,000 compounds, 0.098% hits;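 active means mean replicate inhibition of at least 30% and at least 1% of replicates passing that level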;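 further: 0% = median of the neutral control wells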
Peg3 promoter: Peg3 promoter-driven luciferase inhibitors, primary screen, cell-based, HeLa, luciferase luminescence. HeLa PEG-Prom luciferase reporter, overnight. inhibition, % at 20 µM. 360,000 compounds, 1.7% hits. AID 588405, 2011;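 active means inhibition of at least 50% at 20 µM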
KKLEB tox: cytotoxicity in KKLEB CF airway cells, primary screen, cytotoxicity control for CF NF-kB inhibitor project, cell-based, uHTS, fluorescence assay plates | KKLEB CF airway cells viability, ATPlite luminescence, overnight; active compounds read low; cells stimulated with P. aeruginosa culture filtrate | activity change (cytotoxicity), % at 5 µM | 360,000 compounds, 0.36% hits;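 active means corrected activity change at or below -50% at 5 µM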
Shn3 inh set2: reduction of Shn3 3'UTR firefly luciferase signal, primary screen, Schnurri-3 inhibitor project, cell-based, Clone20 osteoblasts, set 2 | Clone20 osteoblast Shn3 3'UTR firefly luciferase, 24 h | inhibition, % at 12.5 µM | 360,000 compounds, 0.52% hits | AID 588674, 2011;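 active means mean inhibition of at least 75% with every replicate also reaching 75%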;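 further: 0% = median of neutral control wells and 100% = pilot-screen positive control compound; some compounds past the cut are filed as inactive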
Vif inh: HIV Vif self-association inhibitors, primary screen, imaging, HEK293T, single point; HEK293T cells, Vif self-association by quenched fluorescence, 24 h; 340,000 compounds, 0.35% hits; AID 602346, 2012; inhibition, % at 7.49 µM; in the data active means inhibition above about 50%, passing the limit was not always enough; further: some results filed as inactive read as strong as hits
Numbers without * were called inactive; / = not tested or not shown. Compounds were not picked by outcome; about 3.3% have a hit in one of these screens.

SMILES	NR2E3 ag-1	PDI turbidity	HIF-2a block	NR2E3 ag-2	MITF TRPM1 inh	CF NFkB block	CaV13 FRET inh	Peg3 promoter	KKLEB tox	Shn3 inh set2	Vif inh
COc1cc(CN2CCC(n3nccc3NC(=O)CCCc3ccccc3)CC2)ccc1F	-2	6	3	-11	5	-31	-15	-5	12	8	3
CC(C)(C)c1ccc(OCC(=O)N/N=C/c2ccc(N3CCOCC3)cc2)cc1	2	3	-20	-20	-18	-18	-15	2	2	-27	2
Cc1[nH]n(-c2ccccc2)c(=S)c1C=NCCCN=Cc1c(C)[nH]n(-c2ccccc2)c1=S	-1	-21	18	-3	16	-2	-13	21	7	17	1
CC(=O)c1cc(CN2CCC(N3CCC(C(=O)N4CCCC4)CC3)CC2)cs1	0	-1	7	6	-4	1	-5	1	-6	19	-7
Cc1nnc(NC(=O)c2ccc3ccccc3c2)o1	0	-9	-56	-11	9	-3	-5	-12	5	6	-9
CC(=O)c1ccc(NC(=O)COC(=O)Cn2cnc3ccccc32)cc1	/	-5	2	-17	/	-10	-6	-6	-7	-5	12
CN(C)c1ncc(S(=O)(=O)c2ccc(Cl)cc2)c(-c2ccccc2)n1	6	-6	11	1	-2	13	-5	23	-8	16	-8
COc1ccc(-c2cc(NC=O)c3ncc(-c4cccc(C(=O)N(C)C)c4)n3c2)c(OC)c1	/	-7	13	-7	/	-13	-9	41	-5	25	18
COc1cccc(NC(=S)N2CCC(Cc3ccccc3)CC2)c1	/	-3	-52	-29	-5	-13	-7	-2	5	2	2
COc1ccc(Cl)c2sc(N3CCN(C(=O)c4ccco4)CC3)nc12	-2	0	-2	0	-13	-4	-6	25	-8	1	/
O=C(COC(=O)CCCSc1nc2ccccc2[nH]1)Nc1ccc(Oc2ccccc2)cc1	1	3	-40	6	-11	-16	-4	-21	0	-19	0
COc1cc(/C=C(/C#N)c2ccccc2F)ccc1OCc1ccccc1	-5	1	-83	-35	-16	-16	-3	-14	18	15	-2
Cc1ccc(-c2ccc(=O)n(CC(=O)NCc3ccc(F)cc3)n2)cc1	3	6	-5	11	4	-4	-7	0	-8	0	2
OCC(O)C1OC(Oc2ccccc2)C(O)C(O)C1O (stereo unspecified)	/	-3	4	-9	-10	-17	-6	5	21	0	1
Cc1cnc(C2OCCO2)c2cccc(N)c12	/	-34	13	10	/	-12	-19	7	5	11	/
Cc1ccc(Cl)cc1N1CCN(C(=O)c2cn(C)c(=O)c3c2c2ccccc2n3C)CC1	-2	7	6	10	-3	17	-7	43	-14	12	-6
CC1(c2ccc3ccccc3c2)NC(=O)N(CC(=O)N2CCN(Cc3ccccc3)CC2)C1=O (stereo unspecified)	2	5	20	64	43	11	/	10	4	62	-4
CCOc1ccc(-n2c(=S)sc3c(=O)n(-c4ccc(F)cc4)c(SCC(=O)O)nc32)cc1	1	-5	21	10	6	9	-17	17	10	-9	-5
CCOC(=O)C1=C(CNCCc2ccc(Cl)cc2)NC(=O)NC1c1cccc([N+](=O)[O-])c1 (stereo unspecified)	-1	4	9	6	7	19	5	32	-10	-22	-4
CC1CCCC(C)N1/N=C/c1cccc([N+](=O)[O-])c1 (stereo unspecified)	1	6	-6	-5	-1	1	-21	15	-2	0	8
COc1ccc(OCC(=O)OC(C)CN2CCOCC2)cc1 (stereo unspecified)	3	0	11	-14	-1	1	-6	4	0	-3	31
COc1ccc(CNC(=O)CN(C(=O)c2csnn2)c2ccccc2F)cc1	6	2	-15	6	14	-6	-7	-4	1	10	-2
CCOC(=O)C1(C)CCCN(C(=O)c2ccccc2C(F)(F)F)C1 (stereo unspecified)	/	8	14	15	/	0	-6	-13	7	-9	-1
CC(=O)N(c1ccc2oc(=O)sc2c1)S(=O)(=O)c1ccc(C(=O)O)cc1	2	9	10	-1	-1	6	-2	-3	11	-15	23
Cc1ccc(NC(=S)N2CCC(N(C)CC3CCCO3)CC2)cc1C (stereo unspecified)	-1	-8	13	-5	-5	8	2	8	0	-6	-9
COc1ccc(C(=O)Nc2nnc([C@@H]3C[C@H](O)[C@@H](CO)O3)s2)cc1	/	10	-24	-5	/	-1	-5	-7	6	6	-5
CCCCN1C(=O)C(NC(=O)c2cccnc2)(C(F)(F)F)C2=C1CC(C)(C)CC2=O (stereo unspecified)	-1	-3	9	1	0	6	/	20	10	-7	0
CCOc1ccc(NC(=O)COc2ccc(S(=O)(=O)N3CCOCC3)cc2)cc1	/	1	11	-4	-2	-19	-4	11	3	6	0
Cc1cc(NC(=O)c2cc(-c3ccncc3)nc3c(C)cccc23)no1	3	-3	-22	-65	2	0	-7	30	-5	-19	-1
Cc1cccc(C(=O)Nc2onc(C)c2C#N)c1	0	-15	-1	1	0	0	-3	-8	-7	-7	4
C[C@H]1CN([C@@H](C)CO)C(=O)Cc2cc(NC(=O)CCC(F)(F)F)ccc2O[C@H]1CN(C)S(=O)(=O)c1ccc(F)cc1	/	7	14	8	21	18	-4	10	-14	17	/
Cn1c(=O)n(C)c2cc(NC(=O)C(F)(F)F)ccc21	5	-2	-4	7	5	-24	-5	-1	-3	-5	14
COc1ccc(Cn2c(CCC(=O)NCCC(C)C)nc3ncccc3c2=O)cc1	0	1	8	-38	4	-4	-16	7	8	10	-15
Cc1ccc(S(=O)(=O)N(CC(=O)N/N=C/c2cccc(Cl)c2)c2cccc3cccnc23)cc1	0	-2	15	-16	12	3	/	-8	5	9	11
O=C(C1CC(=O)N(C2CCCCC2)C1)N1CCN(c2ccccc2)CC1 (stereo unspecified)	-1	-3	5	37	-5	9	/	10	8	-10	-3
CN(C)c1ccc(-c2nn3c(-c4ccc(Cl)cc4)nnc3s2)cc1	/	0	5	13	12	-18	-4	11	3	-12	2
Cc1ccc(NC(=O)CN(C)C(=O)c2ccccc2Sc2ccccc2C#N)cc1	3	-4	24	12	15	7	-5	1	5	12	-2
CCCCNc1ccc(C(CC(N)=O)NC(=O)Cc2ccc(Br)cc2)cc1[N+](=O)[O-] (stereo unspecified)	3	-5	-3	-10	-31	-14	-11	49	-17	3	/
Cc1cc(C)c(C#N)c(N2CCN(c3ccc(F)cc3)CC2)n1	-1	-7	-6	-1	-7	-22	-21	3	4	12	-3
COc1ccc([C@H]2C=C(C(=O)O)O[C@@H](OCCCCO)C2)cc1	-2	10	0	1	3	5	-8	-7	6	-6	3
O=C(CSc1nc2ccncc2[nH]1)Nc1ccccc1C(F)(F)F	2	6	12	-3	-3	-5	-7	7	3	18	-9
C=CCn1c(COc2ccc(Cl)cc2)nnc1SCc1ccc(C#N)cc1	2	4	32	6	6	6	-8	30	8	14	-5
O=C(CSc1nnc(NC(=O)C2CC2)s1)Nc1ccc(F)cc1	0	-37	-3	10	6	10	-5	-10	-2	18	3
CN(C)S(=O)(=O)N1CCC(Oc2ccc(C(=O)NCCc3cscn3)cc2)CC1	-1	7	1	-4	6	-23	-7	4	2	10	6
CCCn1c(NC(=O)c2cccc(S(=O)(=O)N3CCCC3)c2)nc2ccccc21	-1	1	34	42	53	74*	-5	97*	-13	71	-5
COc1ccc(C2C(C(N)=O)=C(C)Nc3nc(-c4cccc(Cl)c4)nn32)cc1OC (stereo unspecified)	-1	-9	22	-27	-17	-10	-4	-5	-1	-32	2
Cc1ccc(S(=O)(=O)N2CCCCCC2)cc1C(=O)Nc1cccnc1	5	-1	20	-4	4	12	-5	22	-7	10	-1
CCN(CC)S(=O)(=O)c1cccc(NC(=O)CN2C(=O)NC3(CCC(C)CC3)C2=O)c1 (stereo unspecified)	/	-2	-11	-2	-18	-15	-15	-43	-2	-7	0
OCCC1CN(Cc2ccc(F)cc2Cl)CCN1CCc1ccccc1 (stereo unspecified)	2	-1	18	12	-7	-2	8	9	-9	2	-1
COc1cccc(NC(=O)CSc2nnc(C3CCCCC3)n2N)c1	/	11	-1	-28	5	11	-5	-2	16	-14	-4
CCCCn1c(N)c(N(CC(C)C)C(=O)c2cnccn2)c(=O)[nH]c1=O	2	-3	-1	13	-4	2	-5	14	-4	-14	7
CCCn1c(SCC(=O)Nc2ccc(S(=O)(=O)N3CCOCC3)cc2)n[nH]c1=O	/	-6	11	15	/	12	-7	-10	-6	-6	2
CO/N=C\Cc1oc(=O)c(NC(=O)c2ccccc2)cc1C(=O)OC	-2	12	3	-13	-12	-3	0	4	-1	12	0
C=CCN=C(NC#N)SCC(=O)NCc1ccccc1	5	0	7	-19	10	9	-5	8	-6	-9	-3
COc1ccc(/C=C(/Sc2nnc(-c3ccc(Cl)cc3)o2)C(=O)O)cc1	1	-2	9	-20	10	13	-5	1	2	-4	4
CCOC(=O)c1c(NC(=O)c2ccccc2C)sc2c1CC(C)(C)OC2	-1	-1	7	-39	-12	3	/	8	12	15	-10
Cc1ccc2nc(-c3ccc(NC(=O)C(C)N4C(=O)c5ccccc5C4=O)cc3)sc2c1 (stereo unspecified)	-3	-4	-258	-119	-55	-6	-6	-375	-5	-87	2
CC(C)Oc1ccc(CNC(=O)CCC(=O)N2CCSc3ccccc32)cc1	2	/	-2	-10	-1	10	-6	13	-12	-7	/
CCOC(=O)CNC(=O)C1c2cc(OC)c(OC)cc2C(=O)N(C)C1c1ccccc1F (stereo unspecified)	3	3	7	3	4	-7	-5	5	8	-10	4
Cc1cc(C)n(CC(=O)c2cccc(N)c2)n1	-3	0	8	17	-5	-36	5	8	-14	19	4

Part of the list above, field by field.
> CC(=O)c1cc(CN2CCC(N3CCC(C(=O)N4CCCC4)CC3)CC2)cs1
  NR2E3 ag-1 = 0; PDI turbidity = -1; HIF-2a block = 7; NR2E3 ag-2 = 6; MITF TRPM1 inh = -4; CF NFkB block = 1; CaV13 FRET inh = -5; Peg3 promoter = 1; KKLEB tox = -6; Shn3 inh set2 = 19; Vif inh = -7

> Cc1cc(C)n(CC(=O)c2cccc(N)c2)n1
  NR2E3 ag-1 = -3; PDI turbidity = 0; HIF-2a block = 8; NR2E3 ag-2 = 17; MITF TRPM1 inh = -5; CF NFkB block = -36; CaV13 FRET inh = 5; Peg3 promoter = 8; KKLEB tox = -14; Shn3 inh set2 = 19; Vif inh = 4
